VEEV TC-83 Vero: inhibitors of VEEV TC-83 cytopathic effect, confirmation, Vero cells (AID 588727) | Vero cells, VEEV TC-83 cytopathic effect inhibition; higher % means a stronger effect | hit rate 0.13% among 350,000 | one-dose inhibition, % at 20 µM; IC50 in µM for titrated hits; in the data active = a potency from the dose series; inconclusive = inhibition mostly from about 14% at the one dose, without a potency; inactive = the rest, 99 in 100 with inhibition below about 12%; note: strong numbers were not always called active
M. tuberculosis: growth inhibition of non-replicating M. tuberculosis (AID 488890) | hit rate 0.39% among 320,000 | inhibition, % at 25 µM, or IC50 in µM where a hit was titrated | Mycobacterium tuberculosis non-replicating, growth inhibition; higher % means a stronger effect; in the data active = a potency from the dose series; inconclusive = inhibition mostly from about 82% at the one dose, without a potency; inactive = the rest, 99 in 100 with inhibition below about 76%;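 note: plate controls were DMSO cells for no effect and high antibiotic wells for full effect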
M. tuberculosis HTS: M. tuberculosis growth inhibition, HTS (AID 449762). M. tuberculosis H37Rv growth inhibition, 7H9 media; higher % means a stronger effect. inhibition, % at 25 µM, or IC50 in µM where a hit was titrated. hit rate 0.59% among 330,000; in the data active = a potency from the dose series; inconclusive = inhibition above about 70% without an active follow-up result;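 note: bacterial growth assessed after seven days of incubation; strong numbers were not always called active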
PhoP GFP inhibition: Inhibition of PhoP regulon, Salmonella typhi GFP reporter cells, confirmation, 4 h (AID 1850) | Salmonella Typhi PhoP-promoter GFP reporter, fluorescence, 4 h; higher % means a stronger effect | hit rate 0.33% among 310,000 | one-dose inhibition, % at 50 µM; IC50 in µM for titrated hits; in the data active = a potency from the dose series; inconclusive = inhibition mostly from about 25% at the one dose, without a potency; inactive = the rest, 99 in 100 with inhibition below about 19%;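 note: 0% = induced wells with vehicle and 100% = uninduced wells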
influenza NS1A: NS1A inhibition, H1N1 influenza, cell based functional assay (AID 504329); hit rate 0.3% among 340,000; inhibition, % at 12.5 µM, or IC50 in µM where a hit was titrated; NS1A functional cell-based assay, percent inhibition; higher % means a stronger effect; in the data active = a potency from the dose series; inconclusive = inhibition above about 27% without an active follow-up result; note: strong numbers were not always called active
VEEV TC-83 Vero 10K pilot screen: recorded beside VEEV TC-83 Vero, whose call it bears; inhibition, %; measured here: 10K pilot screen inhibition
* = called active by the depositor; i = inactive; ? = inconclusive; · = no result given.

SMILES	VEEV TC-83 Vero	M. tuberculosis	M. tuberculosis HTS	PhoP GFP inhibition	influenza NS1A	others
Cc1[nH]nc(SCC(=O)NCc2ccc(Cl)cc2)c1[N+](=O)[O-]	i	-23%	-10%	-1%	4%
COc1ccc(CNC(=O)/C=C/c2cc([N+](=O)[O-])ccc2OC(F)F)cc1OC	1.7%	8%	1%	1%	5%
CC(=O)c1c(N2CCN(C)CC2)nc(=S)n(Cc2ccccc2)c1C	1.0%	-28%	9%	-13%	9%
CCCCCC1CC(CC#CCN2CCOCC2)C(=O)O1 (centres undefined)	2.0%	-7%	-2%	-3%	-6%
COc1cccc(NC(=O)CN(C)C(=O)c2ccc(COc3ccccc3)cc2)c1	3.8%	19%	9%	8%	1%
CCc1cc(=O)oc2c(C)c(OCC(=O)NCCN3CCOCC3)ccc12	2.0%	-4%	7%	0%	-5%
CCOc1cc(NC(=S)N2CCC(C(N)=O)CC2)c(C(=O)OC)cc1OCC	i	-5%	50%	2%	-5%
CC(C)CN1C(=O)/C(=C/c2ccco2)NC1=S	0.9%	4%	4%	-9%	5%
O=C(CSc1ncn[nH]1)Nc1nnc(-c2ccccc2)s1	3.2%	·	44%	15%	-1%
CCOC(=O)C1=C(COC(=O)/C=C/c2cccc(OC)c2OC)NC(=O)NC1C (centres undefined)	11%	18%	-3%	-4%	-4%
N#Cc1cc(S(=O)(=O)c2ccccc2)c(N)[nH]c1=O	1.0%	62%	-10%	-4%	11%
Cc1cc(Cl)c2oc(C(=O)NC(C)c3ccncn3)c(C)c2c1 (centres undefined)	i	17%	5%	-1%	3%
O=C1C2C3C=CC(O3)C2C(=O)N1Nc1ccccc1 (centres undefined)	2.4%	·	·	·	-3%
Cc1ccc(Nc2cc(C)c(O)c(C)c2)cc1	0.6%	?	?	6%	21%
CC(/C=N/Nc1nnc2c(n1)[nH]c1ccccc12)=C\c1ccco1	9.2%	-5%	2%	-12%	0%
Cc1ccc(-c2cc(C(=O)N3CCN(C4CCS(=O)(=O)C4)CC3)c3ccccc3n2)cc1 (centres undefined)	4.0%	24%	-2%	·	0%
C/C(=N/N=C/c1ccc(N(C)C)cc1)c1ccccc1	1.9%	39%	3%	-4%	1%
CCN(CC(=O)NC(=O)NC1CCCC1)Cc1ccccc1	1.7%	1%	-9%	2%	-14%
O=C(Nc1ccc(C(=O)N2CCOCC2)cc1)c1cnn2c(C(F)F)cc(-c3ccccc3)nc12	10%	1%	3%	-4%	-8%
CCOc1ccccc1C(=O)Nc1cccc(-c2ccc3nncn3n2)c1	7.8%	38%	19%	-14%	8%
O=C(CCCSc1nc2ccccc2[nH]1)NCc1ccccc1F	i	34%	-2%	22%	2%
COc1ccc2c(C)cc(=O)oc2c1C	0.8%	6%	4%	-9%	9%
CCOC(=O)C1=C(C)N(c2ccc(C)cc2)C(=O)/C1=C\c1cccs1	i	4%	8%	2%	13%
Cc1c(C)c2ccc(O[C@@H]3O[C@H](CO)[C@@H](O)[C@H](O)[C@H]3O)c(C)c2oc1=O	1.5%	16%	-8%	4%	20%
CCCNC(=O)C12CCC(C)(C(=O)C1Br)C2(C)C (centres undefined)	i	-1%	2%	3%	-3%

Additional compounds:
SMILES	VEEV TC-83 Vero	M. tuberculosis	M. tuberculosis HTS	PhoP GFP inhibition	influenza NS1A	others
Nc1nc(SCc2ccccc2Cl)c2ncn(C3OC(CO)C(O)C3O)c2n1 (centres undefined)	0.3%	·	·	·	2%
CCC(=O)N(Cc1cc(=O)[nH]c2ccccc12)c1ccccc1	3.3%	11%	-9%	-1%	2%
C/C(=N\NC(=O)c1cc(-c2ccc(C)s2)[nH]n1)c1ccco1	0.6%	57%	54%	-11%	2%
COc1ccccc1CCc1nnc(CCC(=O)NCC(C)Oc2cccnc2)o1 (centres undefined)	0.4%	-4%	8%	-7%	3%
CSc1ccc(Cl)c(C(=O)NC2CCCC2)c1	3.7%	-5%	-2%	-5%	1%	VEEV TC-83 Vero 10K pilot screen=1.4
Cc1nnc(SCC(=O)N2CCc3ccccc3C2)s1	2.0%	-6%	-5%	-4%	5%
O=C(COC(=O)CCc1ccc(S(=O)(=O)N2CCOCC2)cc1)Nc1ccccc1OC(F)F	i	10%	-6%	·	-2%
Oc1ccccc1C=NNC(=S)NN=Cc1ccccc1O	14%	·	·	·	16%
O=C(N/N=C/c1ccoc1)c1ccccc1	1.4%	6%	-5%	-4%	-15%
O=C(CSc1nnc(-c2cccnc2)n1Cc1ccccc1)NCc1ccco1	0.1%	6%	-2%	10%	-12%
NS(=O)(=O)c1ccc(CCNC(=O)CCNS(=O)(=O)c2ccccc2C(F)(F)F)cc1	2.8%	-15%	-4%	·	-6%
O=C(CSc1nc2ccc([N+](=O)[O-])cc2s1)c1ccc2ccccc2c1	2.5%	·	·	·	-3%
CCOC(=O)c1ccc(N2C(=O)CC(N3CCC(C#N)(c4ccccc4)CC3)C2=O)cc1 (centres undefined)	1.3%	28%	-7%	6%	2%
CCCCC1(C)OC(=O)C(=Cc2c[nH]c3ccccc23)C(=O)O1 (centres undefined)	0.9%	?	0%	-7%	14%
CNCCc1ccccc1	·	1%	-6%	14%	·
COC(=O)c1cccc(S(=O)(=O)N(Cc2ccco2)Cc2cc3cc(OC)c(OC)cc3[nH]c2=O)c1	1.4%	5%	5%	6%	-6%
O=C(c1ccccc1)c1cc2ccc(O)cc2oc1=O	0.1%	11%	2%	-6%	-3%
CCOc1ccccc1-n1ccn(CC(=O)Nc2ccc(Br)cc2F)c(=O)c1=O	2.1%	·	·	·	-7%
CC1CCCC(C)N1C(=O)Cn1c(=O)sc2ccccc21 (centres undefined)	1.5%	-35%	-6%	6%	-1%
Cc1cc(C)c2sc(NNC(=O)c3ccc(S(=O)(=O)N4CCc5ccccc5C4)cc3)nc2c1	5.5%	-2%	3%	-1%	28%
CN1C2=C(C(=O)CC(C)(C)C2)C(c2cccs2)C2=C1CC(C)(C)CC2=O	i	13%	-6%	-9%	-6%
CC(=O)NCC(=O)N(C)C(C(=O)Nc1ccc2c(c1)OCCO2)c1ccccc1 (centres undefined)	0.4%	2%	-7%	3%	-12%
O=C(c1ccc([N+](=O)[O-])cc1)N1CCN(c2ncc(Br)cn2)CC1	1.1%	-16%	-7%	-4%	-2%
CN(C)C1(CNC(=O)Nc2ccccc2)CCCCC1	1.8%	3%	3%	13%	6%
CCOCCc1nnc(NC(=O)c2cc(OC)c(OC)c(OC)c2)s1	10%	-4%	5%	10%	10%

Three entries from above, sorted by SMILES length, lowest first:
SMILES	VEEV TC-83 Vero	M. tuberculosis	M. tuberculosis HTS	PhoP GFP inhibition	influenza NS1A	others
O=C(c1ccccc1)c1cc2ccc(O)cc2oc1=O	0.1%	11%	2%	-6%	-3%
C/C(=N\NC(=O)c1cc(-c2ccc(C)s2)[nH]n1)c1ccco1	0.6%	57%	54%	-11%	2%
O=C(CSc1nc2ccc([N+](=O)[O-])cc2s1)c1ccc2ccccc2c1	2.5%	·	·	·	-3%

More records:
SMILES	VEEV TC-83 Vero	M. tuberculosis	M. tuberculosis HTS	PhoP GFP inhibition	influenza NS1A	others
Cc1c(NC(=O)Cc2ccccc2)cccc1C(=O)NN1C(=O)c2ccccc2C1=O	i	-20%	11%	-7%	-8%
O=C(Cn1cccc1C(=O)c1ccccc1)NCc1cccnc1	1.6%	-6%	0%	11%	-5%
CSCCC(NC(=O)c1cccc([N+](=O)[O-])c1)C(=O)O (centres undefined)	1.4%	-11%	4%	2%	1%
CC(=O)Nc1ccc(SCC(=O)N(C)C2CCS(=O)(=O)C2)cc1 (centres undefined)	i	-12%	-2%	4%	-11%
Cc1cccc(-n2ncc3c(N4CCC5(CC4)OCCO5)ncnc32)c1	5.9%	·	19%	-11%	32%
O=C(O)CCC(CNS(=O)(=O)c1ccccc1)C(F)(F)F (centres undefined)	i	1%	-6%	-1%	5%
CC1(C)NC(=O)N(CCCCOc2ccc(Cl)cc2)C1=O	i	6%	10%	-3%	-5%
O=C(NCCNS(=O)(=O)c1ccccc1Cl)c1cc(OCC(F)(F)F)ccc1OCC(F)(F)F	0.5%	-4%	2%	-4%	15%
COC(=O)C1=C(C)N(Cc2ccccc2)C(=NCC(C)C)N[C@H]1c1cccc(C(F)(F)F)c1	i	?	?	·	7%
Cc1nnc(SCC(=O)Nc2cc(Cl)ccc2Cl)n1CC1CCCO1 (centres undefined)	i	-4%	-2%	-3%	3%
COc1cccc(N(C(=O)Cn2nnc(-c3ccc(C)o3)n2)C(C(=O)NC2CCCC2)c2ccncc2)c1 (centres undefined)	i	-6%	0%	-4%	7%
O=C(c1ccccc1Cl)N1CCC(n2cccc2)CC1	0.6%	-16%	0%	-1%	-9%
COc1cccc(OCc2cc(C(=O)N(C)CCOc3ccc(C)cc3)no2)c1	0.2%	39%	28%	-6%	3%
CCNC(=O)CC1SC(=Nc2ccc(C)cc2)N(CC)C1=O (centres undefined)	1.6%	13%	4%	2%	1%
CCCN(CCC)CCNC(=O)C1CCCN(S(=O)(=O)c2ccc3c(c2)oc(=O)n3C)C1 (centres undefined)	0.7%	-1%	-1%	-1%	4%
CCN(CC)S(=O)(=O)c1ccc2[nH]c(=O)cc(C(=O)Nc3cccc(C(C)=O)c3)c2c1	1.1%	4%	-3%	5%	-13%
COC(=O)C1=C(C)NC2=C(C(=O)c3ccccc32)C1c1ccc(-c2ccc(C(=O)O)cc2)o1 (centres undefined)	10%	29%	?	0%	-3%
CCOC(=O)C1CCCN(CC(=O)Nc2cc(C)cc(C)c2)C1 (centres undefined)	1.2%	23%	2%	-1%	2%
COC(=O)c1c(-c2ccccc2)csc1NC(=O)C1CC=CCC1C(=O)O (centres undefined)	2.1%	-10%	-3%	3%	3%
CN1CCN(/C(=N\O)c2nonc2N)CC1	0.5%	-6%	-2%	-3%	-1%
Cc1cccc(OCCCC(=O)O)c1	0.7%	-3%	6%	-11%	-5%
NC(Cc1c[nH]c2ccc(OCc3ccccc3)cc12)C(=O)O (centres undefined)	0.5%	11%	-6%	-3%	-3%
COC(=O)c1ccc(NC(=O)C2CCCN2S(=O)(=O)c2ccc(F)cc2)cc1 (centres undefined)	1.5%	4%	3%	7%	0%
COc1cc(Br)ccc1NC(=O)c1ccccc1-c1ccccc1C(=O)O	0.1%	39%	0%	11%	1%
Cc1occc1-c1nnc(SCC(=O)Nc2ccc(F)cc2)n1C	1.7%	13%	-3%	4%	-1%

3 successive records already listed, quoted:
SMILES	VEEV TC-83 Vero	M. tuberculosis	M. tuberculosis HTS	PhoP GFP inhibition	influenza NS1A	others
CN1CCN(/C(=N\O)c2nonc2N)CC1	0.5%	-6%	-2%	-3%	-1%
Cc1cccc(OCCCC(=O)O)c1	0.7%	-3%	6%	-11%	-5%
NC(Cc1c[nH]c2ccc(OCc3ccccc3)cc12)C(=O)O (centres undefined)	0.5%	11%	-6%	-3%	-3%

Returning to the listing, starting four compounds before the break.
SMILES	VEEV TC-83 Vero	M. tuberculosis	M. tuberculosis HTS	PhoP GFP inhibition	influenza NS1A	others
NC(Cc1c[nH]c2ccc(OCc3ccccc3)cc12)C(=O)O (centres undefined)	0.5%	11%	-6%	-3%	-3%
COC(=O)c1ccc(NC(=O)C2CCCN2S(=O)(=O)c2ccc(F)cc2)cc1 (centres undefined)	1.5%	4%	3%	7%	0%
COc1cc(Br)ccc1NC(=O)c1ccccc1-c1ccccc1C(=O)O	0.1%	39%	0%	11%	1%
Cc1occc1-c1nnc(SCC(=O)Nc2ccc(F)cc2)n1C	1.7%	13%	-3%	4%	-1%
COCCN(C(=O)CCC(=O)Nc1cccnc1)C(C(=O)NC1CCCCC1)c1ccccc1 (centres undefined)	0.6%	14%	-7%	-11%	-2%
COc1ccc(CNC(=O)/C=C/c2cc3c(cc2Br)OCO3)cc1	1.3%	5%	-2%	1%	0%
COc1ccc(NC(=O)N2CCC3(CC2)OCCO3)c(OC)c1	1.8%	-10%	-5%	-3%	-8%
O=C(CN1C(=O)c2ccccc2C1=O)Nc1ccccc1F	1.5%	0%	-3%	0%	-2%
Cc1cccc2cc(COC(=O)c3cccnc3)c(=O)[nH]c12	i	-9%	-3%	3%	2%
Cc1cccc2cc(C(c3nnnn3CC3CCCO3)N3CCCc4ccccc43)c(=O)[nH]c12 (centres undefined)	0.5%	34%	-1%	20%	27%
Cc1cccc(/C=C2/SC(=O)N(Cc3ccccc3)C2=O)n1	2.9%	7%	1%	-7%	-8%
O=C(CCCn1cc([N+](=O)[O-])cn1)N1CCCCC1	i	7%	1%	5%	12%
COc1ccccc1NS(=O)(=O)c1ccc2c(c1)NC(=O)CC(=O)N2	2.1%	0%	-4%	3%	1%
CCOc1ccc(OCC)c(NC(=O)CSCC(=O)O)c1	3.1%	1%	13%	4%	2%
